BAZ2B block: blocks human BAZ2B; AlphaScreen BAZ2B-H3K14Ac peptide displacement; Potency, µM (series often up to 114 µM), inactives show at the top dose activity change, negative = inhibition, hits mostly inhibitors; Q9UIF8; actives 4.4% (n = 360,000); also: potency is read from the fitted curve at half-maximal effect; % is scaled to controls: 0 for no effect and ±100 for the full control effect; nearly all actives have a fitted effect of over 60% in size
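BAZ2B (50 nM) with biotin-H3(5-23)K14Ac peptide (50 nM) in PBS pH 7.4, 0.01% Tween-20, preformed 30 min, then compound 30 min at room temperature; top concentration 110uM. AlphaScreen streptavidin donor/nickel chelate acceptor beads (10 ug/mL final), 20 min dark, signal read.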
ALOX12 inh: blocks human arachidonate 12S-lipoxygenase | purified 12hLO, xylenol orange hydroperoxide absorbance | P18054 | actives 1.1% (n = 580,000) | Potency, µM (doses to about 108 µM), without a hit: top-dose activity change, negative = inhibition, actives largely listed as inhibitors | AID 1671190; also: potency is read from the fitted curve at half-maximal effect; % is scaled to controls: 0 for no effect and ±100 for the full control effect
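Purified human 12hLO (150 nM final) in 25 mM Hepes, 0.01% Triton X-100, pH 7.0 was preincubated 15 min at room temperature with compound. Then 40 uM arachidonic acid was added, 30 min. Hydroperoxide was read by Fe-XO absorbance ratio 573/405 nm.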
PI4K2A block: inhibitors of human PI4K2A; AID 1346378; Q9BTU6; purified PI4K2A, ADP-Glo luminescence, 1 h; active compounds read low; activity change, negative = inhibition, % at 76.9 µM; actives 0.13% (n = 420,000); in the data active = activity change below about -50%; inconclusive = mostly about -30% to -49%;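 also: -100% = wells without enzyme as full effect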
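ADP-Glo luminescence measured ADP generated by PI4K2A enzyme (4 ug/mL before mixing) with 1.2 mM PI substrate (pre-mix) and 300 microM ATP (pre-mix). Tris pH7.5 buffer with MgCl2, Triton X-100; 1 h reaction at ambient temperature.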
G9a block: inhibitors of human histone lysine methyltransferase G9a. Q96KQ7. G9a H3K9 monomethylation, AlphaScreen, 2 h. Potency, µM (titrated, usually from 102 µM), inactives show at the top dose activity, negative = inhibition, hits mostly inhibitors. actives 8.8% (n = 350,000). AID 504332; also: potency is read from the fitted curve at half-maximal effect; % is scaled to controls: 0 for no effect and ±100 for the full control effect; nearly all actives have a fitted effect of over 75% in size
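Signal arises when biotinylated H3K9 peptide, once monomethylated, bridges streptavidin donor and antibody-captured acceptor beads. Enzyme at 20 nM was preincubated 15 min with test compounds; peptide 500 nM and SAM 20 uM then reacted for 2 h.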
JMJD2A Tudor: inhibitors of human JMJD2A Tudor domain; Potency, µM (top dose mostly 114 µM), for the others: at the highest dose activity change, negative = inhibition, most hits filed as inhibitors; AID 504339; O75164; AlphaScreen JMJD2A-Tudor / H3K4me3 peptide binding; actives 4.4% (n = 390,000); also: potency is read from the fitted curve at half-maximal effect; % is scaled to controls: 0 for no effect and ±100 for the full control effect; nearly all actives have a fitted effect of over 50% in size
HP1b binding inh: HP1-beta chromodomain-methylated histone interaction inhibition | P83916 | AlphaScreen HP1-beta / biotin-H3K9me3 peptide binding | Potency, µM (highest dose often 114 µM), for inactives: at the top dose activity change, negative = inhibition, actives largely listed as inhibitors | actives 0.56% (n = 390,000) | AID 540317; also: potency is read from the fitted curve at half-maximal effect; nearly all actives have a fitted effect of over 70% in size; inactives centre near 23
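Compound inhibition of the preformed complex between 50 nM HP1-beta and 50 nM biotinylated H3K9me3 peptide was read by AlphaScreen. Buffer was PBS pH 7.4 with 0.01% Tween-20. Incubations ran 30 min at room temperature, with 10 ug/mL donor/acceptor beads.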
GLS inh: inhibitors of human glutaminase (GLS); O94925; GLS enzymatic activity, qHTS titration; Potency, µM (titrated, usually from 45.5 µM), for inactives: at the highest dose activity change, negative = inhibition, hits mostly inhibitors; actives 0.21% (n = 410,000); AID 624170; also: potency is read from the fitted curve at half-maximal effect; % is scaled to controls: 0 for no effect and ±100 for the full control effect
Target sequence (O94925 whole entry, looked up): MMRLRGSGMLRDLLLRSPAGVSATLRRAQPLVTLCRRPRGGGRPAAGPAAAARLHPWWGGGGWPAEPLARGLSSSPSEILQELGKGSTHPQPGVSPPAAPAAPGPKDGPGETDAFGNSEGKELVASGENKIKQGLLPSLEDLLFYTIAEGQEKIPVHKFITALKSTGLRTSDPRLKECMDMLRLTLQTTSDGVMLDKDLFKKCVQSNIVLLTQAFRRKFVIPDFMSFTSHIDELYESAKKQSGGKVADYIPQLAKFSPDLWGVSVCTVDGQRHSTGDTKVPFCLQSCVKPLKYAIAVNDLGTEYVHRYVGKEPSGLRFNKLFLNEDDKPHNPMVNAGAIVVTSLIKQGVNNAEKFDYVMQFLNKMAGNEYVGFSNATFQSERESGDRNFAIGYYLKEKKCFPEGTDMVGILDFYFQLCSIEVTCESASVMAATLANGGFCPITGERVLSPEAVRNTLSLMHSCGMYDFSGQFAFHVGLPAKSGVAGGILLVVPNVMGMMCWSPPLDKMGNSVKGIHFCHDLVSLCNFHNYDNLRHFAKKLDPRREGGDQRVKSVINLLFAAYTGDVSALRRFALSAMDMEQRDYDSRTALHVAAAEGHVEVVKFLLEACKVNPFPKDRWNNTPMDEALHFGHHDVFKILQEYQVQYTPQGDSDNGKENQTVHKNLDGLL
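Two-point fluorescence kinetic (t0, 30 min RT) for hKGA; glutamate detected via glutamate oxidase–HRP–Amplex Red. Substrate: 1 mM L-glutamine solution; buffer 45 mM KH2PO4, pH 8.2.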
RGS4 inh: inhibitors of human regulator of G protein signaling 4; P49798; Transcreener GDP fluorescence polarization, RGS4-accelerated GTP hydrolysis; Potency, µM (series often up to 114 µM), for the others: at the top dose activity change, negative = inhibition, hits mostly inhibitors; actives 0.039% (n = 390,000); AID 504845; also: potency is read from the fitted curve at half-maximal effect; % is scaled to controls: 0 for no effect and ±100 for the full control effect; nearly all actives have a fitted effect of over 75% in size; some results filed as inactive show a strong effect at the top dose
Target sequence (P49798 whole entry, looked up): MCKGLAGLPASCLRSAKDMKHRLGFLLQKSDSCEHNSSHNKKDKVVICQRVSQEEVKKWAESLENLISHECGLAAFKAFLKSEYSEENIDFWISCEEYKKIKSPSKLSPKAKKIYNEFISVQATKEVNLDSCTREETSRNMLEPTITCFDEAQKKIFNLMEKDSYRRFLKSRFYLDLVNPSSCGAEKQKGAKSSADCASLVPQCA
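MLSMR compounds (23 nl, pin-transferred) preincubated 10 min at room temperature with a 500nM (2x) first reagent, then RGS4 at 900nM (2x) plus Transcreener GDP mix added; fluorescence polarization (620/688 nm) read before and after 90 min at 30 °C.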
ERG-DNA inh: ERG Ets/DNA interaction inhibition | P11308 | fluorescence polarization, His-ERG Ets domain / labelled DNA | Potency, µM (series often up to 76.9 µM), without a hit: at the highest dose FP activity, negative = inhibition, usual class: inhibitors | actives 0.028% (n = 370,000); active = well fitted inhibition curve with a large enough effect in the polarisation, with a control signal flat; inconclusive = small, poorly fitted or top-dose-only effect, or effect the other way, or a change in a side signal; inactive = no such curve, though single readings can be large or run the other way; the % refers to the polarisation;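 also: polarization taken with two DNA probes labelled with fluorescein and Texas red; potency is read from the fitted curve at half-maximal effect; % of control where 0% means no effect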
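His-tagged ERG Ets domain (1 uM in the protein solution; 300mM KCl, 50mM Tris-HCl, 1mM EDTA, 1mM DTT, pH 7.5) received compound, then a probe mix of 5 nM fluorescein-DNA and 100nM Texas-615-DNA. Fluorescence polarization was read for both dyes.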
* = called active by the depositor; ? = inconclusive; nt = no result given; & = joins results of further samples; [ ] = remark or other dose. Unless noted, calls follow the shape of the dose curve; as a rule, active = well fitted curve in the direction sought with a large enough effect; inconclusive = small, poorly fitted or top-dose-only effect, or another doubt; inactive = no such curve, though single readings can be large; an effect the other way counts as inactive or inconclusive. This is a subset. The share of hits here may be higher or lower than overall.

BAZ2B block	G9a block	GLS inh	HP1b binding inh	ALOX12 inh	RGS4 inh	PI4K2A block	JMJD2A Tudor	SMILES	ERG-DNA inh
nt	nt	6%	33%	1%	-16%	-3	-4%	COc1cc(OC)cc(C(=O)NNC(=O)c2ccc3c(c2)OCCO3)c1	6%
-35%	?	2%	?	-7%	-23%	-3	-30%	O=C1/C(=C/c2ccc(N3CCCC3)cc2)NC(=S)N1C1CC1	nt
-5%	-5%[59 µM]	4%	27%	-5%	-4%	-9	-12%	O=C(Cn1ccn(-c2ccc(F)cc2)c(=O)c1=O)Nc1ccccc1C(F)(F)F	0%
nt	nt	5%	-12%	?	5%	-13	?	CN1CCN(C2Cc3ccc(F)cc3Sc3cc(F)c(Cl)cc32)CC1 (stereo unspecified)	-2%
-20%	-34%	?	6%	-3%	8%	-1	-22%	O=[N+]([O-])c1ccc(OS(=O)(=O)Cc2ccccc2)cc1	3%
10%	17%[59 µM]	6%	34%	3%	-10%	0	-3%	CSc1c(CC(=O)Nc2ccccc2)n(Cc2ccccc2)c2ccccc12	4%
?	?	19%	-9%	7%	17%	-1	-35%	Cc1ccc(-c2cc(C(=O)N/N=C/c3c[nH]c4ccccc34)n[nH]2)o1	15%
?	-4%[12.7 µM]	0%	-9%	-1%	-31%	-3	-30%	CN(CC(=O)Nc1ccccc1Cl)C(=O)c1cccc(-n2cccc2)c1	-4%
-29%	-9%	-1%	10%	?	-45%	9	-27%	COc1ccc(NC(=O)C2CC(=O)N(Cc3ccc(C)cc3)C2)cc1S(=O)(=O)N1CCCCC1 (stereo unspecified)	-19%
-3%	-11%[59 µM]	12%	7%	3%	-3%	14	-15%	CCN1C(=O)/C(=C\N(C(C)=O)c2ccccc2)OC1=S	4%
157%[activator]	140%[activator][59 µM]	-12%	273%[activator]	-28%	-7%	3	146%[activator]	COC(=O)c1ccc(-c2ccc(Cl)cc2)nc1C	-11%
-7%	2%[59 µM]	2%	15%	2%	-7%	-5	-2%	CC(=O)C1=C(c2ccc(Cl)c(Cl)c2)N(C(C)=O)n2c(nnc2C2CCCCC2)S1	4%
-31%	20%[2.33 µM]	0%	11%	-18%	-2%[11.4 µM]	0	-1%[11.4 µM]	CCOc1ccc(S(=O)(=O)N2CCN(c3ccccc3OC)CC2)c2cccnc12	11%
-3%	5%[59 µM]	5%	12%	8%	26%	-4	-11%	CCCCN(CCCC)C(=O)CSc1nnc2n(C)c(=O)c3c4c(sc3n12)CCCC4	-1%
9%	18%	5%	24%	139%[activator]	13%	-3	-8%	C1CCc2c(nc3nnnn3c2NC2CCCC2)C1	1%
-5%	30%[12.7 µM]	-4%	67%	0%	-22%	21	-5%	COc1cc(C(=O)Oc2ccc3c(c2)OCC3=O)cc(OC)c1OC	-2%
5%	-2%	8%	27%	-3%	22%	3	5%	CCOCCCNC(=O)C(c1ccc(C)cc1)N(Cc1cccs1)C(=O)CNC(C)=O (stereo unspecified)	6%
8%	28%	0%	48%[activator]	-2%	0%	1	1%	COC(=O)c1ccccc1Oc1ccc(NC(=O)C(C)(C)CCl)cc1	3%
-2%	20%	8%	40%[activator]	11%	14%[11.4 µM]	5	-15%	O=C(CCC(=O)N1CCCCC1)Nc1nnc(C2CCCCC2)s1	-7%
211%[activator]	199%[activator]	-21%	241%[activator]	0%	-38%	-2	152%[activator]	Cc1cccc(CSc2ncnc3ccccc23)c1	-4%
0%	nt	4%	26%	0%	15%	-1	-6%	C=CCC1(CC=C)CCCN1C(=O)Cn1nnnc1CN(C)C(C)C	-10%
8%	13%	-17%	15%	0%	-3%	3	-5%	Cc1oc2cc3oc(=O)c(CCC(=O)N(C)CC(=O)O)c(C)c3cc2c1C	-3%
nt	nt	4%	51%[activator]	-1%	12%	-3	-10%	Cc1noc(C)c1NC(=O)N(C)C[C@H]1Oc2c(NC(=O)Nc3ccccc3)cccc2C(=O)N([C@H](C)CO)C[C@@H]1C	2%
-14%	89µM*	0%	31%[57 µM]	-1%	-6%	-3	-4%	Cc1ccc(C)c(OCC(=O)Nc2ccccc2C(=O)N2CCOCC2)c1	-3%
nt	nt	-1%	26%	0%	-1%	0	-2%	Cc1nc2ccc(NC(=O)C3=NN(C)C(=O)CC3)cc2s1	-8%
9%	-15%	-1%	-3%	?	18%	-3	-11%	CC(C(=O)Nc1ccccc1C#N)N1C(=O)NC2(CCCCCC2)C1=O (stereo unspecified)	2%
3%	6%[59 µM]	2%	30%	-11%	-23%	1	-8%	Cc1c(C(=O)Nc2nnc(C3CC3)s2)oc2c(Cl)cccc12	-4%
35µM*	50µM*	-8%	?	nt	-25%[56.9 µM]	-2	45µM*	O=[N+]([O-])c1cc([N+](=O)[O-])c2oc(-c3ccccc3)c(Br)c2c1O	4%
5%	4%[59 µM]	19%	3%	-16%	32%	18	-19%	O=C1c2ccccc2C(=O)N1c1ccc(Cl)cn1	0%
10%	-46%[59 µM]	-1%	26%	2%	9%	0	-21%	CCN1C(=O)NC(c2ccccc2)C1=O (stereo unspecified)	-6%
4%	14%	1%	40%[activator]	-9%	-14%	-3	-25%	COCCOC(=O)c1[nH]c2c(c1C)C(=O)CC(c1ccc(F)cc1)C2 (stereo unspecified)	2%
0%	18%[59 µM]	-1%	35%	-15%	-7%	0	-2%	COc1c(Br)cc(C(N)=O)cc1OCc1ccccc1	-4%
3%	nt	-3%	25%	-3%	12%	2	-3%	OC(CNC1CCCC1)COc1ccc(Cl)cc1 (stereo unspecified)	-5%
nt	nt	1%	112%[activator]	0%	-16%	4	69%[activator]	COc1ccc(CCC(=O)c2ccc(OC)cc2)cc1	4%
-4%	50µM*	1%	-1%	-7%	8%	-4	-18%	CCN(Cc1nc2cc(Cl)ccc2c(=O)[nH]1)C(=O)CN1C(=O)NC2(CCCCC2C)C1=O (stereo unspecified)	1%
4%	-2%[59 µM]	-16%	44%[activator]	?	6%	7	14%	CC(=O)N1c2ccccc2Oc2cc3ccccc3cc21	1%
0%	12%[59 µM]	6%	16%	-4%	-12%	20	4%	CNc1nc(SC)nc2ccsc12	1%
6%	12%[59 µM]	5%	41%[activator]	-22%	-13%	-4	2%	O=C(c1ccco1)n1nc(-c2ccccc2)nc1NCc1ccc(F)cc1	0%
-1%	-7%[12.7 µM]	7%	-16%	?	-44%	14	-13%	COc1ccc(CCNC(=S)N2CCN(S(=O)(=O)c3ccccc3)CC2)cc1	-2%
6%	-5%[59 µM]	-4%	55%[activator]	-16%	10%	6	10%	CN(C(=O)c1cc2nc(-c3ccc4c(c3)OCO4)cc(C(F)(F)F)n2n1)c1ccc(OC(F)(F)F)cc1	-22%
-23%	?	4%	34%	182%[activator]	-5%	-16	-24%	O=C(NNC(=O)c1ccc(NC(=O)c2ccccc2)cc1)c1ccc(F)cc1	8%
45µM*	7.1µM*	2%	-20%	-16%	-25%	-1	?	Cc1ccc2nc(-c3ccc(NC(=O)CNC4CC4)cc3)sc2c1	0%
-13%	0%	-23%	12%	1%	-4%	-3	-5%	O=C(N/N=C/c1cccnc1)c1cccc(S(=O)(=O)Nc2cccc(Cl)c2)c1	-4%
-38%	nt	5%	19%	0%	-31%	5	-3%	CC(=O)COc1ccc2c(C)c(C)c(=O)oc2c1	8%
nt	-34%	-1%	38%	3%	9%	4	-20%	CC1CCN(S(=O)(=O)c2ccc(C(=O)Nc3nnc(-c4ccccn4)o3)cc2)CC1	6%
6%	10µM*	2%	40%[activator]	-9%	7%	-1	-20%	Cc1n[nH]c(=O)c2c(NC(=O)COC(=O)/C=C/c3cccc(C(F)(F)F)c3)oc(C)c12	3%
-19%	-6%[59 µM]	0%	26%	-18%	-11%	0	-7%	Cc1ccc(C)c(NC(=O)CSc2nnc(C)n3c2cc2occc23)c1	0%
-9%	-5%[59 µM]	3%	6%	6%&-21%	18%	0	-6%	CCCC(=O)N1CCN(c2nc3c(OC)ccc(C)c3s2)CC1	8%
-32%	?	-18%	1%	-13%	-19%	-2	-24%	Cc1ccccc1Cc1c(C)nc2nc(SCC(=O)NCCCN3CCCC3)nn2c1C	4%

3 of the entries above in order of the PI4K2A block value, smallest number first.
Structure	PI4K2A block
O=C(NNC(=O)c1ccc(NC(=O)c2ccccc2)cc1)c1ccc(F)cc1	-16
Cc1ccc2nc(-c3ccc(NC(=O)CNC4CC4)cc3)sc2c1	-1
Cc1ccc(C)c(NC(=O)CSc2nnc(C)n3c2cc2occc23)c1	0

Screening results from PubChem.
